GLP1R cytotox: cytotoxic in the GLP-1 receptor inverse agonist counter-screen. HEK293 cAMP-luciferase reporter cells, luminescence, 24 h. Potency, µM (top dose mostly 38.3 µM), for the others: at the highest dose activity change, negative = inhibition, most hits filed as inhibitors. actives 0.13% (n = 410,000). AID 624418;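 also: loss of luciferase light is scored as toxicity; potency is read from the fitted curve at half-maximal effect; % is scaled to controls: 0 for no effect and ±100 for the full control effect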
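Compound-treated cells are incubated 24 hr at 37 deg C under 5% CO2 after a 12 hour attachment period, then luciferase detection reagent is added and luminescence is measured following 12 min at room temperature; lowered signal indicates toxicity.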
HT1080 IDH1KD tx: toxicity to HT-1080 IDH1 knockdown cells (counter line) | actives 2% (n = 360,000) | HT-1080 IDH1 knockdown viability, ATP luminescence, 48 h | Potency, µM (doses to about 46.1 µM), for inactives: at the highest dose activity, negative = toxicity, most hits filed as cytotoxic;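 also: potency is read from the fitted curve at half-maximal effect; 0% = DMSO wells and -100% = cell-free medium wells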
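IDH1KD HT-1080 cells, 750/well, RPMI + 5% FBS; compound pinned after 2 h settling; 48 h, 37 °C; CellTiter-Glo luminescence; % activity normalised to DMSO and no-cell wells; curves fitted, classed by r2 and efficacy.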
KB-3-1 cytotox: KB-3-1 parental cell cytotoxicity; Potency, µM (titrated, usually from 46.1 µM), for inactives: top-dose activity change, negative = cytotoxic, usual class: cytotoxic; actives 1.4% (n = 400,000); KB-3-1 viability, CellTiter-Glo ATP luminescence, 72 h; also: potency is read from the fitted curve at half-maximal effect; % is scaled to controls: 0 for no effect and ±100 for the full control effect; nearly all actives have a fitted effect of over 60% in size
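Using CellTiter-Glo luminescence, growth of non-resistant KB-3-1 adenocarcinoma cells is assessed 72 h after pin-tool compound addition at 37 °C. Normalized responses across the concentration series yield fitted curves.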
D3 ag: activates the human D3 dopamine receptor; D3R DiscoveRx beta-arrestin cells, luminescence, 90 min; max activation, %; actives 0.58% (n = 410,000); in the data active = max activation above about 30%; also: 0% is about no effect; mostly tested at two doses, the higher about 12 µM
Target sequence (P35462 whole entry, looked up): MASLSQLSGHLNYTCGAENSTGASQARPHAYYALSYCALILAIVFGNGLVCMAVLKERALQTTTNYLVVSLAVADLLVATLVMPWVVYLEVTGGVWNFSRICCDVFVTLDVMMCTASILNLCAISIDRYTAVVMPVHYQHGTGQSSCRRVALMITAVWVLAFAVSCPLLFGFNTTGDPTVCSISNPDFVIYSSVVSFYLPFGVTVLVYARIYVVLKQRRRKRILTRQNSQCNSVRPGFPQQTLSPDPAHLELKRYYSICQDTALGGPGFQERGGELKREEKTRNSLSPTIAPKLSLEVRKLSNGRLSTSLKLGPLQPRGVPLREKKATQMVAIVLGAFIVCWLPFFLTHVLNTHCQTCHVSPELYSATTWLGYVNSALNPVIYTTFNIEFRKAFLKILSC
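Cells at 1500/well, incubated overnight, then treated with pinned compounds (dopamine as control) for 90 min at 37 degrees C. DiscoveRx reagent added for 30 - 60 minutes at room temperature; luminescence read.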
MCF10A rereplic: DNA re-replication induction in MCF 10a cells | MCF 10A DNA re-replication, Hoechst nuclear intensity, 48 h | Potency, µM (highest dose often 46.1 µM), without a hit: top-dose activity, positive = re-replication, hits mostly activators | actives 2.9% (n = 350,000); also: potency is read from the fitted curve at half-maximal effect; % of control where 0% means no effect; nearly all actives have a fitted effect of over 50% in size
IL-1B inflam inh: blocks inflammasome-driven IL-1 beta release | THP-1 LPS/ATP IL-1B secretion, AlphaLISA, 16 h; stronger effect = lower value | activity change, % at 57.5 µM | actives 4.7% (n = 360,000) | AID 743279; in the data active = activity change below about -50%; inconclusive = mostly about -30% to -49%; also: % is scaled to controls: 0 for no effect and ±100 for the full control effect
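Secreted IL-1B measured by AlphaLISA bead assay after 16 h compound exposure of THP-1 cells; compounds (final up to 57.5 uM) added 1 h before LPS (250 ng/mL) and ATP (1.25 mM) stimulation; lower signal means less secretion.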
SW480 rereplic: induces DNA re-replication in SW480 colon adenocarcinoma cells. SW480 DNA re-replication, Hoechst DNA content imaging, 48 h. Potency, µM (highest dose often 46.1 µM), for inactives: at the top dose re-replication activation, actives largely listed as activators. actives 1.8% (n = 340,000). AID 624297; also: potency is read from the fitted curve at half-maximal effect; % of control where 0% means no effect; nearly all actives have a fitted effect of over 55% in size
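Per well, 250 cells were exposed to pinned compound for 48 hr. Nuclear DNA was visualised with Hoechst (40 min, 37 C) and total object intensity recorded by fluorescence scanning.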
KB-V1 cytotox: kills drug-selected multidrug resistant KB-V1 cells | KB-V1 MDR cells viability, CellTiter-Glo, 72 h | Potency, µM (highest dose often 46.1 µM), without a hit: at the highest dose activity change, negative = cytotoxicity, usual class: cytotoxic | actives 3.4% (n = 400,000) | AID 1347076; also: potency is read from the fitted curve at half-maximal effect; % is scaled to controls: 0 for no effect and ±100 for the full control effect; nearly all actives have a fitted effect of over 60% in size
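Following 72 h at 37 degrees C with compound, KB-V1 cell viability was read by CellTiter-Glo luminescence, medium being phenol-red-free DMEM plus 10% FBS; concentration-response parameters came from normalized, curve-fitted qHTS data.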
HT1080-NT tox: kills 2HG-producing HT-1080-NT fibrosarcoma cells | HT-1080-NT fibrosarcoma viability, CellTiter-Glo ATP luminescence, 48 h | Potency, µM (top dose mostly 46.1 µM), inactives show top-dose activity, negative = less viability, actives largely listed as cytotoxic | actives 1.6% (n = 360,000) | AID 686970;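 also: NT is the 2HG producing partner of a matched IDH1 knockdown line; potency is read from the fitted curve at half-maximal effect; 0% = DMSO-treated cells and -100% = media-only wells without cells; nearly all actives have a fitted effect of over 55% in size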
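A 48-hour cytotoxicity screen used HT-1080-NT cells plated 2 hours before compound delivery. ATP-based CellTiter-Glo luminescence measured viability, normalized to DMSO and no-cell controls.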
Numbers without * were called inactive; [ ] = another dose, or the depositor's remark. Unless noted, calls follow the shape of the dose curve; as a rule, active = well fitted curve in the direction sought with a large enough effect; inconclusive = small, poorly fitted or top-dose-only effect, or another doubt; inactive = no such curve, though single readings can be large; an effect the other way counts as inactive or inconclusive.

How did Cn1c(SCC(=O)Nc2cc(Cl)cc(Cl)c2)nnc1-c1ccc2nonc2c1 do in these assays?
GLP1R cytotox: 0.0%; HT1080 IDH1KD tx: -2.5%; KB-3-1 cytotox: -19.7%; D3 ag: -19.6; MCF10A rereplic: 18.4µM*; SW480 rereplic: 18.4µM*; KB-V1 cytotox: inconclusive; HT1080-NT tox: -11.1%

Results for CCOC(=O)c1cc(CC)sc1NC(=O)c1ccc2c(c1)OCCO2 ?
GLP1R cytotox: 32.2%[activator]; HT1080 IDH1KD tx: -8.0%; KB-3-1 cytotox: 7.4%; D3 ag: 3.1; MCF10A rereplic: -25.0%; IL-1B inflam inh: -23.2; SW480 rereplic: -2.8%; KB-V1 cytotox: 5.0%; HT1080-NT tox: -13.4%

Results for Cc1cc(C)c(NC(=S)NC(=O)c2ccccc2)cc1C ?
GLP1R cytotox: inconclusive; HT1080 IDH1KD tx: inconclusive; KB-3-1 cytotox: -4.5%; D3 ag: 0.9; IL-1B inflam inh: 2.5; KB-V1 cytotox: inconclusive; HT1080-NT tox: 0.6%

Results for COc1ccc(NC(=O)CN2C(=O)CC(C)S(=O)(=O)c3ccccc32)cc1 (stereo unspecified) ?
GLP1R cytotox: -7.5%; HT1080 IDH1KD tx: 12.9%; KB-3-1 cytotox: -2.5%; D3 ag: 2.3; MCF10A rereplic: -27.4%; IL-1B inflam inh: -4.2; SW480 rereplic: -15.4%; KB-V1 cytotox: -0.1%; HT1080-NT tox: -0.1%

Results for COc1ccc(OC)c(S(=O)(=O)N(C)CC(=O)N2CCN(c3ccccc3)CC2)c1 ?
GLP1R cytotox: -1.7%; HT1080 IDH1KD tx: -15.3%; KB-3-1 cytotox: 8.2%; D3 ag: 0.2; MCF10A rereplic: -2.1%; IL-1B inflam inh: -14.8; SW480 rereplic: -5.6%[9.22 µM]; KB-V1 cytotox: -3.8%; HT1080-NT tox: 11.2%

What do the screens show for `CCC(C)Nc1nc(-c2ccc3c(c2)NC(=O)CO3)cs1` (stereo unspecified)?
GLP1R cytotox: -2.6%; HT1080 IDH1KD tx: -11.3%; KB-3-1 cytotox: 1.5%; D3 ag: -11.6; MCF10A rereplic: 1.4%; IL-1B inflam inh: -2.4; SW480 rereplic: -0.2%; KB-V1 cytotox: 3.5%; HT1080-NT tox: -4.2%

How did CC1CN(S(=O)(=O)c2cccc(C(=O)Nc3ccccc3N3CCCCC3)c2)CC(C)O1 (stereo unspecified) do in these assays?
GLP1R cytotox: 10.7%; HT1080 IDH1KD tx: -26.1%; KB-3-1 cytotox: inconclusive; D3 ag: 1.1; MCF10A rereplic: 14.4%; IL-1B inflam inh: -1.2; SW480 rereplic: -3.8%; KB-V1 cytotox: inconclusive; HT1080-NT tox: -18.4%

How did CCCCOc1ccc(CNC(=O)Cc2ccc(NC(=O)N3CCCCc4ccccc43)cc2)cc1 do in these assays?
GLP1R cytotox: -6.2%; KB-3-1 cytotox: inconclusive; D3 ag: 1.1; KB-V1 cytotox: inconclusive

Results for OCCc1c[nH]c2ccc(OCc3ccccc3)cc12 ?
GLP1R cytotox: 1.4%; HT1080 IDH1KD tx: 0.7%; KB-3-1 cytotox: -3.0%; D3 ag: 6.6; MCF10A rereplic: -4.1%; IL-1B inflam inh: -1.5; SW480 rereplic: -4.6%; KB-V1 cytotox: 8.8%; HT1080-NT tox: 9.4%

How did CN1CCN(CCc2nc3cc(NC(=O)COc4ccc(Cl)cc4)ccc3n2C)CC1 do in these assays?
GLP1R cytotox: -24.8%; HT1080 IDH1KD tx: inconclusive; KB-3-1 cytotox: -11.1%; D3 ag: -17.1; MCF10A rereplic: inconclusive; IL-1B inflam inh: -17.5; SW480 rereplic: 5.7%; KB-V1 cytotox: 12.2%; HT1080-NT tox: inconclusive

How did Cc1nc2oc3ccc(Cl)cc3c(=O)c2cc1C(=O)O do in these assays?
GLP1R cytotox: 1.6%; HT1080 IDH1KD tx: -26.6%; KB-3-1 cytotox: -13.1%; D3 ag: 19.9; MCF10A rereplic: -1.0%; IL-1B inflam inh: 2.4; SW480 rereplic: -3.2%; KB-V1 cytotox: -19.6%; HT1080-NT tox: -23.2%

Results for Fc1cccc(F)c1-n1c(CN2CCCC2)csc1=S ?
GLP1R cytotox: 0.7%; HT1080 IDH1KD tx: -10.9%; KB-3-1 cytotox: -13.8%; D3 ag: -14.5; MCF10A rereplic: -9.1%; IL-1B inflam inh: 21.7; SW480 rereplic: 0.5%; KB-V1 cytotox: -27.4%; HT1080-NT tox: -14.8%

How did CCN1CCN(CC(=O)Nc2ccccc2)C(=O)C1=O do in these assays?
GLP1R cytotox: 2.1%; HT1080 IDH1KD tx: 6.2%; KB-3-1 cytotox: 22.9%; D3 ag: -4.3; MCF10A rereplic: -1.8%; IL-1B inflam inh: 12.0; SW480 rereplic: -8.8%; KB-V1 cytotox: 3.4%; HT1080-NT tox: -1.2%

Results for CC(C)C1NCCc2c1sc1ccccc21 (stereo unspecified) ?
GLP1R cytotox: -28.2%; HT1080 IDH1KD tx: -27.4%; KB-3-1 cytotox: 0.2%; D3 ag: -27.6; MCF10A rereplic: 4.6%; IL-1B inflam inh: -50.2*; SW480 rereplic: -3.9%[9.22 µM]; KB-V1 cytotox: 0.0%; HT1080-NT tox: -21.7%

Results for Cc1ccc(CNc2cc(C(=O)O)ccc2Cl)s1 ?
GLP1R cytotox: -5.0%; HT1080 IDH1KD tx: 14.0%; KB-3-1 cytotox: 14.4%; D3 ag: 2.2; MCF10A rereplic: inconclusive; IL-1B inflam inh: 2.7; SW480 rereplic: 2.9%; KB-V1 cytotox: -8.2%; HT1080-NT tox: -6.9%

Results for O=C(c1cc(Cl)nc2ccccc12)N1CCN(S(=O)(=O)c2cccc(C(F)(F)F)c2)CC1 ?
GLP1R cytotox: -2.9%; HT1080 IDH1KD tx: -4.6%; KB-3-1 cytotox: 0.0%; D3 ag: 6.2; MCF10A rereplic: 2.4%; IL-1B inflam inh: 44.0; SW480 rereplic: -632.8%[inhibitor]; KB-V1 cytotox: -1.7%; HT1080-NT tox: -0.2%

Results for COc1cccc(CNc2ccc3c(c2)CCC3)c1 ?
GLP1R cytotox: inconclusive; HT1080 IDH1KD tx: -0.6%; KB-3-1 cytotox: -7.7%; D3 ag: -13.4; MCF10A rereplic: -1.4%; IL-1B inflam inh: 16.5; SW480 rereplic: -8.0%; KB-V1 cytotox: -20.5%; HT1080-NT tox: 5.4%

How did c1ccc2[nH]c(N3CCOCC3)nc2c1 do in these assays?
GLP1R cytotox: 33.1%; HT1080 IDH1KD tx: 11.3%; KB-3-1 cytotox: -1.3%; D3 ag: -0.4; MCF10A rereplic: 1.7%; IL-1B inflam inh: 8.4; SW480 rereplic: 0.1%; KB-V1 cytotox: 22.6%; HT1080-NT tox: 17.3%

Results for COc1cccc(CNC(=O)Cc2csc(NC(=O)Nc3ccccc3OC)n2)c1 ?
GLP1R cytotox: -18.5%; HT1080 IDH1KD tx: 6.7%; KB-3-1 cytotox: 9.9%; D3 ag: -1.6; MCF10A rereplic: 1.5%; IL-1B inflam inh: -13.6; SW480 rereplic: -39.7%[inhibitor]; KB-V1 cytotox: -15.5%; HT1080-NT tox: 3.9%

How did CCC(C)NC(=O)Cn1c(=O)n(-c2cc(OC)cc(OC)c2)c(=O)c2ccccc21 (stereo unspecified) do in these assays?
GLP1R cytotox: -6.3%; KB-3-1 cytotox: 3.6%; D3 ag: -16.7; KB-V1 cytotox: inconclusive

What do the screens show for `O=C1NC(=O)/C(=C\c2cn(CC(=O)N3CCOCC3)c3ccccc23)S1`?
GLP1R cytotox: -7.0%; HT1080 IDH1KD tx: 3.6%; KB-3-1 cytotox: 3.7%; D3 ag: -2.2; MCF10A rereplic: -7.8%; IL-1B inflam inh: 2.8; SW480 rereplic: -19.2%; KB-V1 cytotox: 13.7%; HT1080-NT tox: 5.0%

How did CC1CCC(NC(=O)c2nn(C)c3c2CS(=O)(=O)c2ccccc2-3)CC1 (stereo unspecified) do in these assays?
GLP1R cytotox: -27.9%; HT1080 IDH1KD tx: -1.1%; KB-3-1 cytotox: -2.6%; D3 ag: 3.5; MCF10A rereplic: -1.7%; IL-1B inflam inh: -0.1; SW480 rereplic: -5.3%; KB-V1 cytotox: 8.6%; HT1080-NT tox: -8.4%

Results for CCCCN(CC)C(=O)Cc1cn(C)c2ccccc12 ?
GLP1R cytotox: -15.4%; HT1080 IDH1KD tx: -0.2%; KB-3-1 cytotox: -18.2%; D3 ag: -4.9; MCF10A rereplic: 0.9%; IL-1B inflam inh: 0.9; SW480 rereplic: -4.1%; KB-V1 cytotox: -0.5%; HT1080-NT tox: 4.5%

How did Cc1ccccc1CNC(=O)C1CCCCN1S(=O)(=O)c1ccc(F)cc1 (stereo unspecified) do in these assays?
GLP1R cytotox: -12.4%; KB-3-1 cytotox: 0.4%; D3 ag: -1.6; KB-V1 cytotox: 0.0%

Results for CC(=O)OC1COC(n2ccc3ccccc32)C(OC(C)=O)C1OC(C)=O (stereo unspecified) ?
GLP1R cytotox: -19.9%; HT1080 IDH1KD tx: -6.7%; KB-3-1 cytotox: 3.5%; D3 ag: 3.7; MCF10A rereplic: -1.0%; IL-1B inflam inh: 7.9; SW480 rereplic: -4.0%; KB-V1 cytotox: 3.2%; HT1080-NT tox: -2.7%
